Assay outcomes as filed in PubChem BioAssay.
Insulin prom inh = TRM-6 insulin promoter activity inhibition | TRM-6 cells (human fetal islet line), insulin promoter-eGFP reporter, imaging; reporter expression induced with tamoxifen | inhibition, % at 2 µM | actives 0.9% (n = 130,000);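 active = inhibition above the mean plus 3 SD, with well images judged a real hit on visual review, cut at about 60% in these data, passing the limit was not always enough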
sdo1 growth = restores growth of sdo1-depleted yeast. z-score at 10 µM. actives 0.21% (n = 140,000). S. cerevisiae sdo1-depleted JHY4D growth rescue, OD600 30 h; stronger effect = higher value; pdr5 snq2 efflux-pump mutant strain. AID 817;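 active = z-score above 3 at both the 24 hr and the 30 hr optical density reads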;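 note: z-score against mean and SD of all compound wells on the same plate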
sdo1 growth Rescue 24 h = recorded beside sdo1 growth, whose call it bears; z-score; S. cerevisiae sdo1-depleted JHY4D growth rescue, OD600; measured here: growth rescue at 24 h;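 0 is the plate mean of compound wells and units are plate SD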
The depositor's hits bear a star; . = no result given. The list is partial; the hit share may differ from the screen's.

SMILES,Insulin prom inh,sdo1 growth,sdo1 growth Rescue 24 h
O=C1NC(=S)S/C1=C\c1coc2ccccc2c1=O,23,.,.
COc1ccc(CONS(=O)(=O)c2ccc(NC(C)=O)cc2)cc1Cl,-13,1.4,0.68
CCOC(=O)c1ccc2[nH]c(C)c(CCC(C)=O)c(=O)c2c1,43,0.93,0.5
CCCN(CCC)C(=O)CC(c1ccccc1)c1cc(C)ccc1O (configuration not stated),-22,-1.5,-1
O=S(=O)(c1ccc2c(c1)OCCO2)N1CCC(n2nnc3cc(F)ccc32)CC1,-25,-1.1,-1.1
COc1ccccc1NCC(=O)Nc1cc(S(=O)(=O)N2CCOCC2)ccc1N1CCOCC1,43,.,.
CSC(=S)N/N=C/c1ccccc1,20,.,.
CCN(CC)S(=O)(=O)c1ccc(NC(=O)CSc2cccc[n+]2[O-])cc1,-35,0.16,0.01
Nc1nc(SCC(=O)Nc2ccccc2)[nH]c(=O)c1NC(=O)c1cccs1,20,-0.64,-0.88
CCOc1ccccc1OCC(=O)NN1Cc2ccccc2C1=N,.,0.59,0.5
Cc1cc2ccccc2n1CCNC(=O)C(C)(C)C,.,0.52,0.31
CCCCNC(=O)CNC(=S)N(Cc1ccccc1)Cc1cccnc1,.,0.82,0.66
COc1cc(C2NC(=O)NC(C)=C2C(=O)OC(C)C)ccc1OC(=O)c1ccco1 (configuration not stated),-157,0.59,0.27
Cc1cccc(-n2cnc(C(=O)Nc3cccnc3)c2)n1,-30,1.1,0.76
O=C(NC1=NCCS1)c1ccc(Br)s1,50,-0.64,-0.84
COc1nonc1NCn1nc(C)cc1C,-26,-0.02,-0.17
O=C(Nc1cccnc1)OC1CCCCC1,39,.,.
c1ccc2[nH]c(SCc3cn4cccnc4n3)nc2c1,-50,1.5,2.4
CC1CCN(C(=O)c2ccc(S(=O)(=O)Cc3ccccc3F)c([N+](=O)[O-])c2)CC1,-5,-0.18,-0.54
CC(C)NC(=O)NC(=O)COC(=O)/C=C/c1ccccc1[N+](=O)[O-],6,.,.
COc1ccc2cc(C(=O)Nc3ccc(Cl)cc3)sc(=O)c2c1OC,13,-0.48,0.07
CCN(CC)C(=O)CSC1c2ccccc2C(=O)N1c1ccccc1 (configuration not stated),-12,-0.6,-1.1
Cc1ccc(N2C(=O)C3C(C2=O)C2C=CC3C23CC3)c([N+](=O)[O-])c1 (configuration not stated),-33,.,.
O=S(=O)(c1ccccc1Cl)N1CCCC(c2nc(-c3cccnc3)no2)C1 (configuration not stated),-64,-0.65,-0.48
CCC(C)C(=O)NCCc1ccc(S(N)(=O)=O)cc1 (configuration not stated),0,0.62,-0.23
CCOC(=O)c1cc2nc(-c3ccco3)cc(C(F)(F)F)n2n1,60,-0.21,-0.65
CSCCC1(C(=O)O)NC(c2ccccc2O)C2C(=O)N(C(C)C)C(=O)C21 (configuration not stated),.,1.4,4
Cc1ccc(C)n1-n1cnc2sc(-c3ccccc3)cc2c1=O,0,-0.27,0.47
O=C(NNS(=O)(=O)c1ccccc1)c1cc2cc3ccccc3nc2s1,38,-0.16,-0.69
CCc1ccc2[nH]c(=O)c(CN(Cc3ccccc3OC)C(=O)Nc3ccccc3OC)cc2c1,11,-1.3,-0.96
CN(CCNC(=O)C1CCN(S(=O)(=O)N2CCOCC2)CC1)CCc1ccccc1,-21,-0.48,-1.2
COc1cc(NC(=O)COC(=O)CSc2cc(C)ccc2C)c(C)cc1[N+](=O)[O-],.,-0.2,0.78
O=[N+]([O-])c1cc(S(=O)(=O)/N=C(/c2ccccc2)N2CCOCC2)ccc1Cl,21,.,.
Cc1oc(CSCC2CCCO2)cc1C(=O)O (configuration not stated),-4,0.55,0.49
COc1ccc(-c2nn(C)c(=O)c3ccccc23)cc1NS(C)(=O)=O,-29,-0.39,-0.18
CSc1nc(-c2ccccc2)cc(C(F)(F)F)c1C#N,-29,0.02,0.02
Cc1ccc(OCc2nnc(SCC(=O)NCc3ccccc3)n2C)cc1,.,0.19,-0.44
CN(C)CCNC(=O)C(=O)NCC1OCCN1S(=O)(=O)c1ccc([N+](=O)[O-])cc1 (configuration not stated),-25,0.44,-0.52
O=C(Nc1nc(-c2ccccc2)cs1)c1cccs1,.,-1.8,0.55
CCOC(=O)c1c(NC(=O)c2ccn(CC)n2)sc2c1CCCC2,-30,-0.56,0.63
CN1CCC/C1=C/C=C1\SC(=S)NC1=O,10,1.4,1
CC(C)Oc1ccc2c(c1)OC(c1ccccc1)(C(F)(F)F)NC2=O (configuration not stated),31,0.55,1.4
CCN(CC)CC(C)OC(=O)c1cc(OC)c(OC)c(OC)c1 (configuration not stated),19,-0.9,1.1
COc1cc(OC)cc(C(=O)N2CCN=C2SCc2cccnc2)c1,.,2,2.1
Cc1cccc(N2Cc3ccccc3C2=NC(=O)c2ccc(Cl)nc2)c1,-23,-1,-0.44
O=C(COC(=O)c1ccccc1O)Nc1cccnc1Cl,18,0.33,0.08
CSC1=NCCN1C(=O)c1c(F)cccc1F,.,0.08,-0.8
COc1cc2cc(C(c3nnnn3C3CCCC3)N3CCCCCC3)c(=O)[nH]c2cc1OC (configuration not stated),4,-0.46,-0.89
O=C(CSc1nnnn1-c1ccccc1)NC(=O)NCc1ccco1,21,-0.36,-0.54
COc1cccc(/C=N/NC(=O)C(=O)N2CCCC2)c1O,.,0.14,-0.56

Reprinted from the part before: 2 entries; new compounds follow.
structure	Insulin prom inh	sdo1 growth	sdo1 growth Rescue 24 h
O=C(CSc1nnnn1-c1ccccc1)NC(=O)NCc1ccco1	21	-0.36	-0.54
COc1cccc(/C=N/NC(=O)C(=O)N2CCCC2)c1O	.	0.14	-0.56
Cc1ccc2c(c1)C1CN(C)CCC1N2C(=O)c1ccccc1NS(=O)(=O)c1cccc(C(F)(F)F)c1 (configuration not stated)	.	1.7	1.4
CC(C)NS(=O)(=O)c1ccc(NC(=O)C(C)Oc2ccc(C(=O)c3ccccc3)cc2)cc1 (configuration not stated)	51	0.64	1.1
COc1ccc(-c2cc(-c3ccccc3)nc(N3CCCC3)n2)cc1OC	.	-0.87	0.57
Cc1cc(=O)n2nc(N3CCCC(C(=O)N4CCc5ccccc54)C3)sc2n1 (configuration not stated)	17	-0.09	-0.53
O=C(Nc1ccc(N2CCCC2)c(Cl)c1)c1ccc2c(c1)OCCO2	73	-0.29	0.41
COc1ccccc1NS(=O)(=O)c1cccc(NC(=O)Cc2cccs2)c1	-15	1.6	0.99
Cc1cccc(NC(=O)c2cc3n(n2)C(C(F)(F)F)CC(c2ccc4c(c2)OCO4)N3)c1 (configuration not stated)	43	-1.1	0.5
CCC(=O)c1ccc(N2CCCC2)c(F)c1	-233	0.49	-0.23
COCCn1c(C)cc(C(=O)CSc2nc3ccccc3c(=O)[nH]2)c1C	22	-2.1	-1.6
COc1ccccc1C(c1nnnn1Cc1ccco1)N1CCN(c2cccc(C)c2C)CC1 (configuration not stated)	-62	-0.88	0.41
Cc1onc(-c2c(Cl)cccc2Cl)c1C(=O)NCc1ccccn1	-65	1.3	2.4
Cc1cccc(C)c1NC(=O)CSc1nnc(-c2ccco2)c(-c2ccco2)n1	-58	-0.39	-0.02
CCOc1cc(-c2c(C#N)c(=O)[nH]c3c2c(C)nn3-c2ccc(F)cc2)ccc1O	.	0.09	0.33
CCCCOC(=O)Nc1ccc2c(C)cc(=O)oc2c1	-68	0.54	0.53
COCc1nnc(NC(=O)c2cccc(NC(=O)C(C)C)c2)s1	-14	.	.
Cc1nn(Cc2ccccc2)c2sc(C(=O)NCc3cccnc3)cc12	.	0.84	0.28
O=C1CC(NNC(=O)c2ccccc2)C(=O)N1 (configuration not stated)	0	0.07	0.2
CCCOP(=O)(c1ccc(N(C)C)cc1)C(O)c1ccncc1 (configuration not stated)	-28	1.1	0.89
Cc1ccc(Nc2nnc(-c3ccc(N4CCOCC4)c([N+](=O)[O-])c3)c3ccccc23)cc1	-17	-1.3	-0.68
Cc1nc2sc(C(N)=O)c(N)c2c(C)c1CC(=O)c1ccccc1	38	.	.
O=C(/C(=C/c1ccccc1)n1cncn1)c1ccc(Cl)cc1Cl	66	-1.2	-0.16
CCN1C(=O)/C(=C/c2ccc(N3CCCC3)cc2)NC1=S	-252	-0.84	0.59
Cc1ccc(C(C(=O)NC2CCCC2)N(C(=O)CNC(=O)c2cccs2)c2cccnc2)o1 (configuration not stated)	52	1.1	1.6
CCOC(=O)c1c(C)sc2c1N(C(=O)CN(CC)CC)c1ccccc1S2	-18	-0.58	-1.1
Cc1cc(C(=O)CSc2nc3ccccc3o2)c(C)n1C1CC1	.	-1.4	-0.24
CCCOc1ccc(CSc2ncn[nH]2)cc1	7	-0.06	0.51
Cc1nnc(N2C(=O)C(O)=C(C(=O)c3ccco3)C2c2ccc(F)cc2)s1 (configuration not stated)	.	0.76	0.61
Clc1ccc(N=c2ssnc2Cl)nc1	7	.	.
COc1cc(C(=O)Nc2nc(-c3ccc(F)cc3)cs2)ccc1OCC(=O)N1CCOCC1	0	0.31	0.48
CCOc1cc2[nH]c(=S)n(Cc3ccc(C)o3)c(=O)c2cc1OCC	-48	-0.76	0.26
CNC(=O)NC(=O)CSc1ncc(C(F)(F)F)cc1Cl	.	-0.25	-1.1
CCn1c(SCC(=O)N2CCN(c3ccccc3)CC2)nc2c(c1=O)SC(C)C2 (configuration not stated)	.	-0.81	-0.83
CCn1c(=O)c2cc(S(=O)(=O)NCc3ccccc3)ccc2n(CC)c1=O	-23	0.72	0.62
COc1ccc2[nH]cc(CCNC(=O)C3CCCNC3=O)c2c1 (configuration not stated)	.	0.8	0.15
CCOC(=O)c1cccc(NC(=O)CCNS(=O)(=O)c2ccc3c(c2)CCN3C(=O)CC)c1	.	0.99	-0.34
Cc1ccc(S(=O)(=O)N2CCN(C(=O)CSc3nc(N)cc(=O)[nH]3)CC2)c(C)c1	47	.	.
COc1ccc(Nc2nc(C(F)(F)F)nc(C)c2C#N)cc1	.	0.34	-0.38
CCCn1nnnc1SCC(=O)N(C(C)C)C(C)C	6	-0.37	-1.1
O=C1c2ccccc2C(=O)N1Cc1nc2ccccc2c(=O)n1CCCn1ccnc1	.	-0.17	-0.81
COc1ccc(/C=N/n2cncn2)cc1COc1ccc(NC(C)=O)cc1	1	0.66	0.24
CC(=O)NC(Cc1ccc(C(C)C)cc1)C(=O)NC1CCN(c2nc(C)cc(C)n2)CC1 (configuration not stated)	.	-0.9	-0.01
Cc1ccc(S(=O)(=O)N(C)CCCC(=O)Nc2cc(C)ccc2C)cc1	-2	0.55	0.31
COC(=O)c1cc(NC(=S)NCc2ccc(Cl)cc2)cc(C(=O)OC)c1	.	-1.9	-1.8
COC(=O)Cc1cc(=O)[nH]c(/N=C(\N)Nc2ccc(C)cc2C)n1	0	0.54	0.36
CC(CCc1ccccc1)NC(=S)NC1CCCCC1 (configuration not stated)	-29	.	.

Single records, from the list above:
`CCn1c(=O)c2cc(S(=O)(=O)NCc3ccccc3)ccc2n(CC)c1=O` across the screens: Insulin prom inh: -23; sdo1 growth: 0.72; sdo1 growth Rescue 24 h: 0.62
`COC(=O)c1cc(NC(=S)NCc2ccc(Cl)cc2)cc(C(=O)OC)c1` across the screens: Insulin prom inh: .; sdo1 growth: -1.9; sdo1 growth Rescue 24 h: -1.8

Continued:
structure	Insulin prom inh	sdo1 growth	sdo1 growth Rescue 24 h
Cn1cc(C=C2C(=O)CC(C)(C)CC2=O)c2ccccc21	.	1.3	1.4
COc1ccc(/C=c2/sc3n(c2=O)NC2(c4ccccc4)N(C)C(=O)N(C)C2(c2ccccc2)N=3)cc1 (configuration not stated)	-3	-1.6	-1.5
C=CCSc1nc2ccccc2n1C(=O)/C=C/c1cc(OC)c(OC)c(OC)c1	29	-1.5	-1.4
COc1ccc(OC)c(NC(=O)CCN2CCN(c3ccccc3F)CC2)c1	-30	-0.55	-0.56
COc1ccc(CCNC(=O)CCSc2nc(-c3ccco3)cc(C(F)(F)F)n2)cc1	0	-1.5	-0.27
COC(=O)/C(=N/Nc1ccccc1)N1CCCc2ccccc21	.	-0.6	-0.51
Cc1nc2cc(-c3ccccc3)ccc2o1	35	0.66	0.44
Nc1ncc2c(n1)CC(c1ccco1)CC2=O (configuration not stated)	11	0.05	-0.35
CCCc1nnc(NC(=O)Cn2cnc3ccccc3c2=O)s1	.	0.9	1.4

Exported with values under each structure: part of the list above.
Screens in order – Insulin prom inh, sdo1 growth, sdo1 growth Rescue 24 h
- COc1ccc(OC)c(NC(=O)CCN2CCN(c3ccccc3F)CC2)c1
    -30, -0.55, -0.56
- COc1ccc(CCNC(=O)CCSc2nc(-c3ccco3)cc(C(F)(F)F)n2)cc1
    0, -1.5, -0.27
- COC(=O)/C(=N/Nc1ccccc1)N1CCCc2ccccc21
    ., -0.6, -0.51
- Cc1nc2cc(-c3ccccc3)ccc2o1
    35, 0.66, 0.44
- Nc1ncc2c(n1)CC(c1ccco1)CC2=O (configuration not stated)
    11, 0.05, -0.35
- CCCc1nnc(NC(=O)Cn2cnc3ccccc3c2=O)s1
    ., 0.9, 1.4
